Screening results: PubChem BioAssay, several laboratories
FBA Mtb inh: inhibits M. tuberculosis FBA enzyme; P9WQA3; purified M. tuberculosis FBA, fluorescence read-out; inhibition, % at 1 µM; 2.3% of 360,000 active; AID 588726; in the data active = inhibition above about 27%;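 note: 0% = vehicle and 100% = reference inhibitor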
Target sequence (P9WQA3 whole entry, looked up): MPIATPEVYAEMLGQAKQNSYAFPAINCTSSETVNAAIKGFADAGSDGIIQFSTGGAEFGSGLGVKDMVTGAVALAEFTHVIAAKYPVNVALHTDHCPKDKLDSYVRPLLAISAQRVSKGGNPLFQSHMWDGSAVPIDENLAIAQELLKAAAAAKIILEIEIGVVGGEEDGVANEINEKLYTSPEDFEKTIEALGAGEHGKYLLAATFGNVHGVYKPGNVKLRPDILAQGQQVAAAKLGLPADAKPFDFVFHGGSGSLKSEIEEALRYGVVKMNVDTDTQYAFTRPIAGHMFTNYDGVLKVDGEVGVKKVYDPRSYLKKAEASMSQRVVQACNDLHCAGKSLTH
GDH-TPI counter: counter-screen for M. tuberculosis FBA inhibitors: GDH-TPI coupled enzymes | 1.2% of 360,000 active | GDH-TPI coupled enzyme counterscreen, NADH absorbance | inhibition, % at 4.8 µM; in the data active = inhibition above about 30%;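 note: 0% = DMSO wells and 100% = wells lacking the enzyme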
Yp Topo-I inh: inhibitors of Yersinia pestis topoisomerase I. activity, % at 10 µM. Y. pestis Topo-I cleavage product accumulation, plate reader. 0.064% of 360,000 active; in the data active = activity above about 50%, passing the limit was not always enough; inconclusive = no clear call, values can overlap the other calls; note: inactives centre near 2
UGM FP inh: Mtb UDP-galactopyranose mutase inhibition; purified UGM, fluorescence polarization probe displacement; 0.06% of 320,000 active; inhibition, % at 10 µM; in the data active = inhibition above about 10%, passing the limit was not always enough; inconclusive = no clear call, values can overlap the other calls
Target sequence (P9WIQ1 whole entry, looked up): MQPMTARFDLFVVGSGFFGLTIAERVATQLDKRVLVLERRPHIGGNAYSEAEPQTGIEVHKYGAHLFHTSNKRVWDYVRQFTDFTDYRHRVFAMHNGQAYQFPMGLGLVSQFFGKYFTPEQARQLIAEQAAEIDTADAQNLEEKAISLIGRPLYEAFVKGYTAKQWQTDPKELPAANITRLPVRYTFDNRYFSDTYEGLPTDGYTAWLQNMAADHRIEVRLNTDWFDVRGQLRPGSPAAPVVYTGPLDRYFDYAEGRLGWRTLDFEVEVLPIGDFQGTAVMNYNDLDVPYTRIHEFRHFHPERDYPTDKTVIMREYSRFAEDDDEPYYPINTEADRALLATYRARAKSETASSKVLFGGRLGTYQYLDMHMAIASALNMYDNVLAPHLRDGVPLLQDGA
BH1578 lux ind: induces V. cholerae light production without autoinducers; V. cholerae BH1578 lux reporter, luminescence, 6 h; activation, % at 18.7 µM; 0.16% of 350,000 active; AID 588436; in the data active = activation mostly above about 9.7%, no sharp cut-off; inconclusive = no clear call, values can overlap the other calls; inactive = mostly below about 3.7%; note: not every result past the cut was called active; inactives centre near 0; reference of the scale not given here
BioA inh: BioA (M. tuberculosis) enzyme inhibition; purified M. tuberculosis BioA enzyme, plate reader; inhibition, % at 9.99 µM; 0.096% of 360,000 active; in the data active = inhibition above about 40%; inconclusive = no clear call, values can overlap the other calls
FadD28 FP inh: blocks FadD28 binding to the bisubstrate probe | fluorescence polarization | inhibition, % at 12.5 µM | 0.22% of 360,000 active; in the data active = inhibition above about 8.5%, passing the limit was not always enough; inconclusive = no clear call, values can overlap the other calls
TcdB inh: blocks C. difficile toxin B glycohydrolase activity. P18177. TcdB glycohydrolase enzymatic assay, plate reader. inhibition, % at 9.99 µM. 0.24% of 350,000 active. AID 652162; in the data active = inhibition above about 10%
PfHsp40 rescue: compounds rescuing yeast from Plasmodium falciparum HSP40 toxicity | S. cerevisiae expressing PfHsp40, growth rescue, ATP luminescence | growth rescue, % at 12.5 µM | 0.68% of 340,000 active | AID 504582; in the data active = growth rescue above about 28%, passing the limit was not always enough; inconclusive = no clear call, values can overlap the other calls;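 note: yeast W303a lacking pdr1 and pdr3 grown in galactose medium; growth measured after three days at 30 °C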
* marks the source's active call; other numbers are inactive results; i = inactive; ? = inconclusive; nt = not tested or not shown; & = joins results of further samples.

cpd | Molecule | FBA Mtb inh | BioA inh | UGM FP inh | BH1578 lux ind | GDH-TPI counter | TcdB inh | Yp Topo-I inh | FadD28 FP inh | PfHsp40 rescue
1 | CC1OC(=O)c2cc3ccccc3nc21 (stereo not drawn) | 4 | -0.8 | nt | i | 7 | 0.1 | -4 | -3.9 | nt
2 | COc1ccc(CN(CC(=O)NC2CCCCC2)C(=O)CCCC(=O)Nc2ccccn2)cc1 | -3 | nt | 1.4 | 2.5 | 8 | 0.8 | 0 | -3.1 | 1.7
3 | CC(C)C[C@H](NC(=O)OC(C)(C)C)c1nnc(SCc2cccc(F)c2)o1 | 2 | 3.9 | 1.4 | 3.1 | 8 | nt | 8 | -1.6 | -0.8
4 | COc1cc2c(cc1OC)C1=C(C#N)CC/C(=N\S(=O)(=O)c3ccccc3)N1CC2 | 2 | -0.7 | 2.7 | -0.3 | 15 | 1.1 | 23 | -0.8 | 1.3
5 | CC(C)NC(=O)N(C)C[C@H]1Oc2c(NC(=O)Nc3ccc4c(c3)OCO4)cccc2C(=O)N([C@H](C)CO)C[C@@H]1C | -1 | 0.6 | nt | -1.0 | -13 | -0.2&2.4 | 10 | 1.2 | -0.3
6 | CN(C)S(=O)(=O)c1ccc(N2CCOCC2)c(C(=O)NCc2ccc3c(c2)OCO3)c1 | 5 | -0.7 | 0.0 | i | 11 | 0.4 | -1 | -2.1 | -0.4
7 | CC(C)c1ccc(C2NC(=O)c3ccccc3O2)cc1 (stereo not drawn) | -1 | 0.7 | -4.6 | -2.8 | -5 | 1.5 | 25 | -7.1 | -0.2
8 | Cc1onc(-c2c(F)cccc2Cl)c1C(=O)OCn1nnc2ccccc2c1=O | 0 | -0.4 | 0.5 | -0.3 | -1 | nt | 15 | -3.9 | 0.1
9 | C[C@@H]1CN([C@H](C)CO)C(=O)CCCn2nncc2CO[C@H]1CN(C)C | -1 | -0.7&0.2 | nt | -0.5 | -7 | 1.6&1.0 | 5 | -2.0 | nt
10 | Cc1cccc(Nc2nc(N)c([N+](=O)[O-])c(N3CCN(C)CC3)n2)c1 | -2 | -3.2 | -0.6 | -0.2 | 33* | nt | -6 | -1.1 | -0.6
11 | COc1ccc(NS(=O)(=O)c2cccc(C(=O)NCC(c3ccccc3OC)N3CCCC3)c2)cc1 (stereo not drawn) | -2 | -0.1 | -0.4 | i | -2 | 0.5 | -16 | -4.7 | 0.6
12 | COC(=O)c1ccccc1NC(=O)CSc1nccc(C)n1 | 10 | 2.1 | 0.7 | 1.7 | -1 | 2.9 | 3 | -2.4 | -1.0
13 | CCCOc1c(Cl)cc(C(=O)NC)cc1OC | 2 | nt | 1.4 | i | -1 | -1.2 | 3 | -1.7 | 0.2
14 | Cc1ccc(-n2nc3ccc(NC(=S)NC(=O)/C=C/c4ccco4)cc3n2)cc1 | 10 | nt | -1.6 | -0.2 | 24 | 0.7 | -3 | 0.7 | 1.4
15 | COC(=O)c1ccccc1S(=O)(=O)N1CCC(C(=O)NCc2ccco2)CC1 | 3 | 0.1 | -1.9 | i | 1 | -0.1 | 5 | 0.1 | -0.7
16 | C[C@@H]1CN([C@H](C)CO)C(=O)c2cc(Br)cnc2O[C@H]1CN(C)Cc1cccnc1 | -1 | 2.9&4.2 | nt | i | -8 | 0.3&0.6 | 6 | -1.3 | nt
17 | COc1ccc(S(=O)(=O)NCCC(=O)OCC(=O)c2ccc[nH]2)cc1[N+](=O)[O-] | -3 | 0.4 | nt | i | 9 | 0.7 | -3 | -4.9 | 0.0
18 | Cc1ccc(N2C(=O)C3NN=C(C(=O)OCc4ccccc4)C3C2=O)c(C)c1 (stereo not drawn) | -1 | -1.4 | 2.0 | 3.1 | 3 | 1.2 | -3 | -0.4 | 2.7
19 | CC(=O)Oc1ccc(C2(C)CC(C)(C)NC(=S)N2C)c(OC(C)=O)c1 (stereo not drawn) | 0 | nt | 3.2 | -0.3 | 7 | 1.2 | -2 | -1.9 | -0.3
20 | O=C(N/C=C/n1cnc2cc(C(F)(F)F)ccc21)c1ccccc1 | -3 | nt | 2.5 | i | -2 | 1.1 | 2 | -4.0 | -1.7
21 | C=CCNC(=O)c1ccc(CNS(=O)(=O)c2ccc(NC(C)=O)cc2)cc1 | 0 | 0.1 | -1.7 | i | 0 | -1.8 | -3 | -1.6 | -1.6
22 | NC(=O)c1ccccc1NC(=O)CCc1ccccc1 | 1 | -0.8 | -2.9 | -0.4 | -2 | 1.7 | -6 | -3.0 | 1.1
23 | COc1cccc(CN2CCN(C(=O)c3cc(-c4ccncc4)nc4ccc(C)cc34)CC2)c1 | -1 | 1.8 | 0.9 | -0.2 | 6 | 0.3 | 31 | -3.9 | 0.4
24 | CS(=O)(=O)Nc1ccccc1C(=O)NCC1(N2CCCCC2)CCCCC1 | 45* | nt | 3.8 | -0.3 | -2 | 1.4 | -1 | -0.7 | 0.0
25 | CN(CC(=O)Nc1ccc(F)c(F)c1F)C(=O)c1ccc(=O)[nH]c1 | -4 | 0.5 | 2.5 | -3.1 | 4 | 0.7 | 5 | -1.2 | -0.2
26 | COc1ccc(CCCC(=O)NCCc2ccccc2)cc1 | -1 | 1.1 | -0.2 | i | 3 | 0.7 | 11 | -4.3 | 1.4
27 | COc1ccc(-n2c(-c3ccc(Cl)cc3)c[n+]3c2CCCCC3)cc1 | 2 | 5.4 | 2.3 | 0.0 | -4 | 0.7 | 6 | 0.2 | 1.4
28 | Cc1nnc(NC(=O)CSc2nnc(Cc3cccn3C)n2C)s1 | 3 | -0.5 | -1.0 | 0.2 | 13 | 1.0 | 0 | -2.0 | -1.1
29 | CCn1c(SCc2cc(=O)[nH]c3ccccc23)nnc1C1CC1 | -1 | nt | -0.6 | i | 5 | nt | -1 | 2.1 | -0.3
30 | Nn1c(Cc2cccc3ccccc23)nnc1SCC(=O)NC1CCS(=O)(=O)C1 (stereo not drawn) | -1 | nt | -0.1 | -2.9 | 14 | nt | 4 | 0.2 | -1.1
31 | O=C(N/N=C(\CC(=O)c1cccs1)C(F)(F)F)c1cccnc1 | -2 | nt | -3.5 | -0.7 | 6 | -3.1 | -4 | -0.2 | 0.7
32 | CCOc1c2ccc(C(=O)NCc3ccco3)cc2nn1CCOC | 39* | -1.0 | -0.2 | -0.9 | 6 | 1.1 | 0 | 0.4 | 2.3
33 | CN1CCC(NC(=O)C2(C)CCN2Cc2ccc3ccccc3c2)CC1 (stereo not drawn) | 2 | -0.7 | nt | i | -1 | 2.1 | 6 | -0.3 | nt
34 | Cc1ccc(S(=O)(=O)N2CCOCC2)c2nsnc12 | 1 | 0.1 | 1.3 | -12 | 18 | nt | 9 | -1.2 | -0.6
35 | Cc1cc(C)nc(NC(=O)c2ccc(Br)cc2)n1 | 3 | nt | 0.4 | 0.8 | 4 | 0.0 | 8 | 0.9 | 1.3
36 | CS(=O)(=O)c1ccc(C(=O)Nc2cc(S(C)(=O)=O)ccc2Cl)cc1 | 0 | nt | -1.1 | -0.2 | -1 | 0.6 | 0 | 0.1 | -0.8

Nos. 30 to 35 from above:
cpd | Molecule | FBA Mtb inh | BioA inh | UGM FP inh | BH1578 lux ind | GDH-TPI counter | TcdB inh | Yp Topo-I inh | FadD28 FP inh | PfHsp40 rescue
30 | Nn1c(Cc2cccc3ccccc23)nnc1SCC(=O)NC1CCS(=O)(=O)C1 (stereo not drawn) | -1 | nt | -0.1 | -2.9 | 14 | nt | 4 | 0.2 | -1.1
31 | O=C(N/N=C(\CC(=O)c1cccs1)C(F)(F)F)c1cccnc1 | -2 | nt | -3.5 | -0.7 | 6 | -3.1 | -4 | -0.2 | 0.7
32 | CCOc1c2ccc(C(=O)NCc3ccco3)cc2nn1CCOC | 39* | -1.0 | -0.2 | -0.9 | 6 | 1.1 | 0 | 0.4 | 2.3
33 | CN1CCC(NC(=O)C2(C)CCN2Cc2ccc3ccccc3c2)CC1 (stereo not drawn) | 2 | -0.7 | nt | i | -1 | 2.1 | 6 | -0.3 | nt
34 | Cc1ccc(S(=O)(=O)N2CCOCC2)c2nsnc12 | 1 | 0.1 | 1.3 | -12 | 18 | nt | 9 | -1.2 | -0.6
35 | Cc1cc(C)nc(NC(=O)c2ccc(Br)cc2)n1 | 3 | nt | 0.4 | 0.8 | 4 | 0.0 | 8 | 0.9 | 1.3

Going on with the list:
cpd | Molecule | FBA Mtb inh | BioA inh | UGM FP inh | BH1578 lux ind | GDH-TPI counter | TcdB inh | Yp Topo-I inh | FadD28 FP inh | PfHsp40 rescue
37 | Cc1ccccc1-c1noc(-c2ccccc2C(=O)NCc2ccco2)n1 | 0 | nt | 1.8 | -1.1 | 0 | -0.7 | -1 | -0.8 | 1.0
38 | O=C(CSc1ccc(Cl)cc1)Nc1ccc(N2CCN(c3ccccc3)CC2)c(F)c1 | 2 | -0.2 | -1.8 | i | 0 | nt | 1 | -5.2 | -0.3
39 | COc1ccc(C2Nc3ccccc3C(=O)N2C2CCCCC2)cc1 (stereo not drawn) | 85* | nt | -1.4 | -0.3 | 1 | nt | 6 | -0.4 | 0.5
40 | O=c1n(-c2ccccc2)c(=O)n2n1CCCC2 | -1 | -1.0 | -2.4 | i | -3 | nt | 2 | -3.8 | -0.7
41 | Cc1ccc(N2C(=O)N3[C@H]4c5ccccc5OC[C@@H]4[C@@H](c4ccccc4)[C@@]3(C)C2=O)cc1 | 2 | 3.2 | -4.3 | i | -4 | nt | 1 | -2.2 | -1.6
42 | COc1cc(C2SCC(=O)Nc3c2c(C)nn3-c2ccccc2)cc(OC)c1OC (stereo not drawn) | 0 | -0.6 | 0.5 | -5.9 | -13 | nt | 5 | -2.7 | 0.1
43 | COc1ccc(C(=O)CC(=O)C(=O)Nc2ccc(C)c(Cl)c2)cc1 | -1 | 2.7 | 1.8 | -0.8 | 13 | 1.2 | -1 | 2.2 | -0.9
44 | COc1ccc(C(=O)CN2CCN(c3ccc(F)cc3)CC2)cc1 | 0 | -0.5 | 0.5 | -1.7 | 6 | 0.0 | -2 | -1.5 | -0.2
45 | Cc1occc1C(=O)N1CCCC(CO)(Cc2ccc(F)cc2F)C1 (stereo not drawn) | -1 | 0.3 | -0.6 | i | 4 | -0.3 | 7 | -2.7 | -1.0
46 | CCCNS(=O)(=O)c1ccc(OCC(=O)N2CCOCC2)cc1 | 3 | -0.6 | -1.5 | -0.4 | 8 | 0.9 | 6 | -0.4 | 1.7
47 | CC1CCCN(c2nc3c(c(=O)[nH]c(=O)n3C)n2CCSc2nc3ccccc3o2)C1 (stereo not drawn) | 4 | 0.4 | -3.0 | 1.6 | 13 | 0.9 | 1 | -2.9 | 0.1
48 | COc1ccc(S(=O)(=O)NC(C)C(=O)NCc2ccncc2)cc1OC (stereo not drawn) | -2 | -1.4 | -0.3 | -0.3 | 2 | 0.3 | -4 | -3.9 | 0.4
49 | Cc1[nH]nc2c1C(c1ccc(O)cc1)C1=C(CC(C)(C)CC1=O)N2 (stereo not drawn) | 7 | nt | 0.6 | i | 24 | -0.8 | -5 | -1.7 | 0.7
50 | COc1ccc(CCNC(=O)CCCCCn2c(SCC(N)=O)nc3cc4c(cc3c2=O)OCO4)cc1OC | 0 | -0.2 | 0.1 | i | 2 | 0.2 | 11 | -0.4 | -1.9
51 | COc1ccccc1N(CC(=O)N(C)Cc1ccccc1)S(=O)(=O)c1cccs1 | 0 | 4.6 | -2.9 | -0.6 | 12 | 0.6 | 28 | -1.8 | -1.4
52 | O=C(CC1C(=O)NCCN1CC1CCCCC1)NCc1ccccc1Cl (stereo not drawn) | -5 | nt | 0.5 | i | 6 | 1.2 | 9 | -4.6 | -0.4
53 | COc1ccc(C2(c3ccc(OC)cc3)NC(=O)N(CC(=O)Nc3ccccc3)C2=O)cc1 | -7 | 0.8 | 0.1 | -0.3 | -8 | 0.9 | -7 | -7.0 | 0.9
54 | CC(C)CC(NS(=O)(=O)c1ccc2[nH]c(=O)c(=O)[nH]c2c1)C(=O)O (stereo not drawn) | 4 | nt | 0.2 | -0.5 | 1 | 1.1 | 4 | -0.1 | ?
